UTI89 phage lysis: inhibition of K1F phage lysis, E. coli UTI89, bacterial capsule biogenesis inhibitors, alamar blue (AID 488966) | E. coli UTI89 K1F phage lysis, alamar blue, 2 h; higher % means a stronger effect | one-dose inhibition, % at 100 µM; IC50 in µM for titrated hits | 340,000 compounds, 0.02% hits;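 active = phage lysis inhibition, versus mean bacterial control, above a set limit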;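 also: capsule biogenesis inhibitors block K1F phage lysis so surviving cells raise fluorescence; higher fluorescence means more inhibition of phage lysis; actives were called in the ten point dose series up to 300 µM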
bCat nuc transl: modulators of beta-catenin nuclear translocation, primary screen, imaging, HeLa cells, immunofluorescence, high-content; nuclear translocation activity, % at 5 µM; 190,000 compounds, 0.3% hits;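 active = nuclear translocation activity above 50% at 5 µM, with a well cell count of 50 or more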;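 also: per-cell ratio of nuclear to cytoplasmic median beta-catenin stain intensity; plate controls were DMSO negative control for no effect and GSK-3 inhibitor IX positive control for full effect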
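Test system: human HeLa cells, endogenous beta-catenin. Times: 24 h compound exposure, 37°C. Measured by: beta-catenin immunofluorescence imaging with DAPI.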
P. falciparum M1AAP: P. falciparum M1AAP inhibitors, biochemical, fluorogenic H-Leu-NHMec substrate, 1536-well (AID 1445) | Aminopeptidase N (Plasmodium falciparum (isolate 3D7)) | recombinant M1AAP, H-Leu-NHMec fluorogenic kinetic assay; higher % means a stronger effect | inhibition, % at 30 µM, or IC50 in µM where a hit was titrated | 220,000 compounds, 0.42% hits;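 active = primary inhibition above the hit cutoff, then over 50% inhibition at one or more dose response concentrations, cut at about 23% in these data, passing the limit was not always enough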;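 also: plate controls were DMSO full reaction for no effect and no enzyme background for full effect; strong numbers were not always called active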
MT stabilizer: microtubule stabilizers in HeLa cells, primary screen, imaging, high-content imaging; HeLa tubulin immunostaining HCS, 24 h; share of cells brighter than vehicle mean+2SD; % tubulin-high responders, % at 10 µM; 200,000 compounds, 0.83% hits;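 active = plate Z-score above 3 for both tubulin-high and condensed-nucleus cell shares, with cell loss under 80%, at 10 µM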;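 also: anti alpha tubulin signal scored within the nucleus-defined area of each cell; some results filed as inactive read as strong as hits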
ER stress rescue: rescue of cells from ER stress-induced death, primary screen, 384-well, CSM14.1, thapsigargin, ATP luminescence (AID 1222); CSM14.1 thapsigargin-induced death rescue, ATP luminescence; higher % means a stronger effect; cellular ATP content (survival), % at 20 µM, or EC50 in µM where a hit was titrated; 190,000 tested, under 10 active;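 active = EC50 below 50 µM in the dose-response confirmation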;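 also: death triggered by thapsigargin at about 15 µM added after 2 h compound pretreatment; cell ATP read after overnight thapsigargin exposure of roughly 18 to 22 hours; normalized against plate controls of thapsigargin alone and 5% DMSO vehicle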
Insulin prom up: insulin promoter activators in MIN6 cells, imaging, high-content screening, mouse beta cells; z-score at 5 µM; MIN6 insulin promoter-GFP reporter; active compounds read high; AID 1625, 2009; 190,000 compounds, 0.3% hits;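 active = z-score above 3 at 5 µM with at least 500 cells counted in the well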
M17LAP inhibition: P. falciparum M17LAP inhibitors, primary screen, biochemical, fluorogenic H-Leu-NHMec substrate, 1536-well (AID 1619). inhibition, % at 30 µM, or IC50 in µM where a hit was titrated. 220,000 compounds, 0.38% hits. recombinant M17LAP, H-Leu-NHMec fluorogenic kinetic assay; higher % means a stronger effect;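 active = compound inhibiting the enzyme by more than half at any dose during confirmatory dose-response retesting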;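 also: plate controls were full reaction with DMSO carrier for no effect and no enzyme background for full effect; strong numbers were not always called active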
Autophagy mod: autophagy modulators in MEF cells, primary screen, imaging, high-content, MEF GFP-LC3; calls only at 10 µM (by protocol); 190,000 compounds, 0.98% hits; MEF GFP-LC3 puncta imaging; test concentration mostly 10 µM; AID 463193, 2010;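 active = percentage of spot-positive cells more than 3 SD above its plate mean, without a fluorescence outlier flag or 80% toxicity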;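 also: spot-positive cell cutoff set from DMSO-treated cells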
Dynein cargo inh: inhibitors of GR-EGFP nuclear translocation, primary screen, dynein cargo transport inhibitor project, imaging, high-content, 3617.4 mouse cells. test concentration mostly 20 µM; stimulated with dexamethasone, 1 µM; active compounds read low. z-score, hits read low. 220,000 compounds, 0.47% hits;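 active = plate z-score of nuclear minus cytoplasmic receptor signal below a set negative limit, without overly bright fluorescence or cell loss, cut at about -3.5 in these data, passing the limit was not always enough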;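 also: z-score of nuclear minus cytoplasmic ring GR-EGFP intensity difference per well; some compounds called inactive have numbers as strong as hits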
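Buffer or medium: tetracycline-free induction medium containing charcoal-stripped FBS / Reagent: dexamethasone agonist, 1.0 µM final, for 30 min / Technique: automated 10x imaging of fixed Hoechst-stained cells / Times: induction 48 h, compound 1 h, agonist 30 min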
Dynein cargo inh cytoplasmic EGFP: further read-out of Dynein cargo inh, marked with its call; z-score; measured here: cytoplasmic GR-EGFP intensity; active compounds read high
Dynein cargo inh nuclear GR-EGFP: recorded beside Dynein cargo inh, whose call it bears; z-score; measured here: nuclear GR-EGFP intensity;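 lower value marks the stronger effect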
Dynein cargo inh cell count: second read-out of Dynein cargo inh, no call of its own (marks repeat the call); z-score; measured here: cell count per field
Insulin prom up cell count: further read-out of Insulin prom up, marked with its call; cell count; measured here: cytotoxicity, nuclei count;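 total cells summed across four imaged fields per well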
bCat nuc transl cell count 5 µM: second read-out of bCat nuc transl, no call of its own (marks repeat the call); cell count; measured here: cell count, cytotoxicity flag
MT stabilizer Hoechst-high %: further read-out of MT stabilizer, marked with its call; % Hoechst-high responders; measured here: nuclear condensation Hoechst responders;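 share of cells brighter than vehicle mean plus two SD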
MT stabilizer cytotoxicity %: second read-out of MT stabilizer, no call of its own (marks repeat the call); toxicity, %; measured here: cytotoxicity by cell density;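 0% = mean cell density of plate MIN control wells and 100% = no cells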
Autophagy mod cell loss 18 h: second read-out of Autophagy mod, no call of its own (marks repeat the call); toxicity, %; measured here: cell loss, nuclei count;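 cell loss after 18 h compound exposure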
An asterisk follows results filed as active; i = inactive; / = no result given; + = active, no number; [ ] = another dose, or the depositor's remark.

SMILES	UTI89 phage lysis	bCat nuc transl	bCat nuc transl cell count 5 µM	P. falciparum M1AAP	MT stabilizer	MT stabilizer Hoechst-high %	MT stabilizer cytotoxicity %	ER stress rescue	Insulin prom up	Insulin prom up cell count	M17LAP inhibition	Autophagy mod	Autophagy mod cell loss 18 h	Dynein cargo inh	Dynein cargo inh cytoplasmic EGFP	Dynein cargo inh nuclear GR-EGFP	Dynein cargo inh cell count
COc1cccc(NC(=S)N(Cc2ccc(C)cc2)Cc2ccccn2)c1	-0.2%	-2.5	1070	-5%	2.3	2.1	9.9	0.2%	-0.78	1241	-4%	i	7	-0.082	-0.28	0.27	-0.59
Cc1nc2cc(-c3ccccc3)nn2c(C)c1CCC(=O)N1CCN(c2ccccn2)CC1	/	/	/	-1%	2.8	2.8	9.3	1.4%	-0.32	501	-7%	i	-5	-0.49	-0.16	-0.099	-0.26
Cc1ccc(NC(=O)Cn2ccsc2=N)c([N+](=O)[O-])c1	-1.2%	-2.4	1106	-1%	5.5	1.7	11	-0.7%	0	1190	-2%	i	12	-1.8	-0.3	-0.88	1.1
Cc1ccc(NC(=S)Nc2ccc3cn[nH]c3c2)cc1C	0.1%	-2.0	1183	9%	5.7	0.8	6.6	-3.2%	0.17	1481	15%	i	5	-0.18	0.56	0.13	-0.92
Cc1nc(C(=O)N2CCc3c([nH]c4ccccc34)C2c2ccccn2)cs1 (stereo unspecified)	0.4%	1.1	1576	3%	2.0	2.6	9.9	0.0%	-0.18	1582	13%	i	-2	0.46	-0.3	-0.027	-0.0029
O=C(CC1SC2=NCCN2C1=O)Nc1ccc(Cl)cc1 (stereo unspecified)	0.3%	-0.8	1150	14%	3.5	2.2	2.2	-3.2%	-0.88	1241	1%	+	16*	0.44	-0.19	-0.12	0.62
CC(C)(C)CN1CCNC(=O)C1CC(=O)N1CCOc2ccccc2C1 (stereo unspecified)	-0.4%	-1.0	982	5%	2.4	2.3	1.3	-0.1%	-0.52	1454	3%	i	0	-0.73	-0.22	-0.46	0.69
CCNC(=O)Nc1cc(OC)c(OC)cc1C(=O)O	0.0%	1.3	957	-2%	/	/	/	/	0.49	1142	0%	/	/	0.99	-0.074	0.95	-0.58
CN(CCCNC(=O)CCCOc1cc(=O)n(C)c2ccccc12)Cc1ccccc1	-0.4%	-0.2	1076	-1%	2.4	1.4	7.5	/	0.07	1261	-1%	i	-33	-0.65	-0.19	-0.24	0.38
CCN(CC)S(=O)(=O)c1ccc(N2CCCCC2)c(NC(=O)/C=C/c2ccc(OC)c(OC)c2)c1	4.4%	-0.6	1037	4%	7.1	0.9	13	3.4%	-0.46	1302	-3%	i	-37	0.13	0.11	0.26	-0.98
O=C1OCCC1Sc1nc2ccccc2[nH]1 (stereo unspecified)	-0.9%	-1.3	1101	-2%	3.0	3.5	8.4	-0.8%	-0.52	1275	5%	i	-6	-0.051	-0.24	0.24	0.77
Clc1ccc(-c2cnn3c(-c4ccncc4)ccnc23)cc1	0.0%	4.0	974	3%	14	3.5	15	/	-0.76	1229	1%	i	11	1.3	-0.34	0.43	-0.51
CCOC(=O)N1CCN(c2c(N3CCN(c4cccc(C(F)(F)F)c4)CC3)c(=O)c2=O)CC1	-2.3%	0.1	1132	5%	4.1	2.4	13	0.1%	0.4	1853	14%	i	6	0.0027	-0.067	0.35	-0.22
Cn1c(NC(=O)c2ccccc2NC(=O)C(C)(C)C)nc2ccccc21	-1.0%	-0.2	1134	4%	3.3	2.7	2.3	-1.8%	-0.31	1983	-10%	/	/	2.8	0.00093	2	-1.6
CC(c1ccon1)N(C)Cc1cn(Cc2ccccc2)nc1-c1ccc2c(c1)OCO2 (stereo unspecified)	-0.1%	2.5	962	-7%	2.3	3.3	5.1	1.6%	-0.67	1484	-2%	i	-18	0.17	-0.32	-0.13	0.025
COc1cccc(N2C(=O)CC(N3CCN(CCN=CC4=C(O)CC(C)(C)CC4=O)CC3)C2=O)c1 (stereo unspecified)	-1.5%	0.1	1564	6%	3.9	1.8	13	-1.1%	0.45	1460	7%	i	8	2	-0.38	0.088	-0.064
CC(C)(C)C(=O)C[n+]1ccccc1	-0.4%	-7.0	1155	-1%	5.5	0.9	2.6	-0.8%	0.58	1604	-7%	i	28	1.4	-0.17	1.3	-1.1
CCOc1cc(C(=O)Nc2cc(C)ccc2OC)ccc1OCC(=O)N1CCCCC1	-0.6%[50 µM]	-1.6	976	4%	3.4	1.5	4.8	14%	-0.04	1366	15%	i	10	1.5	-0.25	0.84	-0.23
COc1cccc(S(=O)(=O)Nc2cccc(C(=O)N3CCOCC3)c2)c1	-8.0%	7.4	586	-2%	4.4	1.6	5.8	-4.4%	/	/	4%	i	-6	-0.075	-0.18	-0.22	-0.42
COc1ccccc1C1SCCN1S(C)(=O)=O (stereo unspecified)	2.5%	-2.5	1242	11%	4.8	3.3	4.5	-0.4%	0.63	948	-6%	i	-16	-0.14	-0.2	0.15	-0.77
COc1ccc(N(C(C)C(=O)N/N=C/c2cccnc2)S(C)(=O)=O)cc1 (stereo unspecified)	0.3%	-0.9	1065	7%	2.9	2.1	0.4	-2.2%	/	/	-3%	i	20	-0.1	-0.22	-0.14	-0.34
O=C(NNC1=NCCCCC1)Nc1cccc(Cl)c1	-0.3%	-2.4	1132	-4%	4.8	1.7	5.2	/	0.17	1270	-10%	i	10	-0.95	-0.35	-0.14	1.2
O=C(CSc1nc2ncc(Br)cc2[nH]1)c1ccc([N+](=O)[O-])cc1	-5.5%	-1.1	1083	5%	2.1	2.3	10	3.1%	-0.28	1404	30%	i	16	-1.4	-0.21	-0.75	1.7
CC(=O)N1CCN(Cc2nc3cc(NC(=O)NC4CCCCC4)ccc3n2C)CC1	0.3%	-0.8	1009	-1%	1.6	2.4	10	1.9%	-0.89	1681	2%	i	2	-0.53	0.41	0.45	-1.1
CC1CCCCC1NC(=O)Cn1c(CN2CCCCC2)nc2ccccc2c1=O (stereo unspecified)	0.4%[50 µM]	-6.5	952	2%	1.4	1.9	3.8	-4.2%	-1.5	983	6%	i	-6	-0.36	-0.17	-0.26	0.42
COC(=O)c1sccc1NC(=O)c1cc2c(s1)CCCC2	2.3%	0.2	1104	3%	5.1	2.6	6.3	-1.1%	0.74	1312	-14%	i	21	-0.18	-0.18	-0.48	0.63
COc1ccc(/C(=N/O)C(C)(C)NO)cc1	1.5%	/	/	9%	1.7	1.0	7.2	-0.8%	-0.04	906	-5%	i	21	0.0087	-0.12	0.19	-0.16
CN1CCN(c2ccc(S(=O)(=O)N3CCCCC3)cc2NC(=O)c2ccc(C#N)cc2)CC1	1.3%	1.5	541	9%	1.0	2.1	11	-7.0%	0.12	1337	5%	i	-1	0.26	-0.27	0.022	-0.66
O=C(O)c1ccc(NS(=O)(=O)c2cccc3cccnc23)cc1	4.0%	/	/	3%	3.3	2.2	5.7	-0.8%	-0.78	824	8%	i	6	-0.3	-0.11	-0.091	0.056
CCc1nnc(NS(=O)(=O)c2ccc(NC(=O)c3cc(Cl)ccc3Cl)cc2)s1	-0.5%	-0.6	1582	18%	4.0	2.6	6.4	-0.2%	0.34	1444	-1%	i	24	0.2	-0.33	0.21	0.31
Cc1ccc(C(=O)N2CCN(c3ccccc3)CC2)cc1C	6.5%	1.9	1080	5%	3.6	2.2	7.2	1.0%	0.98	1259	8%	i	-11	-0.71	-0.23	-0.11	1
CCOc1ccc(-c2nnc(SCc3nnc(-c4ccccc4)o3)n2-c2ccccc2F)cc1	0.0%	-0.5	1179	-1%	3.3	1.9	1.6	0.7%	-0.44	923	-2%	i	3	2.6	-0.18	1.9	-1.5
COc1cccc(N2C(N)=NC(N)=NC2(C)C)c1	0.1%	0.9	1314	15%	3.5	1.9	8.6	-3.2%	-1.2	1548	13%	i	20	3.4	-0.025	1.2	-1.5
O=C(CSc1nnc(-c2ccccc2)o1)NC1CCS(=O)(=O)C1 (stereo unspecified)	2.2%[50 µM]	-0.7	1133	7%	6.8	1.7	6.7	2.0%	0.19	1555	-1%	i	6	0.35	-0.07	0.097	-0.21
O=C(Nc1ccccc1Cl)C1CC(=O)N(c2ccccc2)C1 (stereo unspecified)	/	-1.9	1015	3%	/	/	/	/	0.13	1378	-6%	/	/	0.55	-0.27	-0.14	0.093

From PubChem
